TDP1 cell CPT: growth inhibition of DT40 Tdp1-/-;hTDP1 cells with camptothecin (screen for TDP1 inhibitors) | chicken DT40 Tdp1-/-;hTDP1 cells + 20 nM CPT, ATP luminescence, 48 h | Potency, µM (series often up to 46.2 µM), for inactives: top-dose activity change, negative = growth inhibition, most hits filed as inhibitors | actives 12% (n = 420,000) | AID 686979; note: nearly all actives have a fitted effect of over 55% in size
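Chicken DT40 Tdp1-/- cells stably complemented with human TDP1 were seeded at 400 cells/well in medium containing 20 nM camptothecin, exposed to pin-transferred compounds, and grown at 37 °C for at least 48 hr. Viability was read as ATP luminescence.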
TDP1 block: inhibitors of human tyrosyl-DNA phosphodiesterase TDP1 | Q9NUW8 | recombinant TDP1, AlphaScreen DNA substrate cleavage | Potency, µM (highest dose often 130 µM), for inactives: at the highest dose activity change, negative = inhibition, usual class: inhibitors | actives 0.28% (n = 350,000); note: nearly all actives have a fitted effect of over 40% in size
Target sequence (Q9NUW8 whole entry, looked up): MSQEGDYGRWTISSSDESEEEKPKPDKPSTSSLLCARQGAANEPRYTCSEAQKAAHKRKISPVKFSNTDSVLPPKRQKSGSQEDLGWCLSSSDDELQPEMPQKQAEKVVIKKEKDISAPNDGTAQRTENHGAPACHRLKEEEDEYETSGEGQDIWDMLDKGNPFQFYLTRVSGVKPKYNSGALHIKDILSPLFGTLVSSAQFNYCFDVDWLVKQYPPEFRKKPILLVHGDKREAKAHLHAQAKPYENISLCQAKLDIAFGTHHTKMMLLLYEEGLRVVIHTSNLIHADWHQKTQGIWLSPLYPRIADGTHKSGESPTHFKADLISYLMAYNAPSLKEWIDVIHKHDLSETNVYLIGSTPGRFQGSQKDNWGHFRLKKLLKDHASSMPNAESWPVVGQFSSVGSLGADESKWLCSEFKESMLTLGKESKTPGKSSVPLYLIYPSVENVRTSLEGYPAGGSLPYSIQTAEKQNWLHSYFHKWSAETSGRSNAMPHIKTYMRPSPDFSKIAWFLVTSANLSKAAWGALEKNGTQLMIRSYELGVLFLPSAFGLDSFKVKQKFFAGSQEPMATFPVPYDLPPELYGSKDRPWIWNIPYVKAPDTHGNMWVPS
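Signal: AlphaScreen proximity between streptavidin donor and anti-FITC acceptor beads on intact substrate. Reaction: Tdp1 1 nM, substrate 15 nM final, 5 min RT after 15 min compound preincubation.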
TDP1 cell noCPT: qHTS for Inhibitors of human tyrosyl-DNA phosphodiesterase 1 (TDP1): qHTS in cells in absence of CPT; DT40 Tdp1-/- hTDP1 cells, no CPT, ATP luminescence, 48 h; actives 15% (n = 420,000); Potency, µM (titrated, usually from 46.2 µM), for the others: at the top dose activity change, negative = growth inhibition, usual class: inhibitors; note: nearly all actives have a fitted effect of over 55% in size
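Cells were dispensed at 400 per well, compounds added by pin tool, plates incubated ≥48 hr at 37 °C, then CellTiter-Glo added for 30 min at room temperature before luminescence reading. Line: DT40 Tdp1-/- complemented with hTDP1; camptothecin omitted.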
The depositor's hits bear a star; ? = inconclusive; / = no result given; & = joins results of further samples; [ ] = dose if it differs, or a comment. Calls come from the whole dose curve; as a rule, active = well fitted curve in the direction sought with a large enough effect; inconclusive = small, poorly fitted or top-dose-only effect, or another doubt; inactive = no such curve, though single readings can be large; an effect the other way counts as inactive or inconclusive. % is set by controls: 0 for no effect and ±100 for the full control effect; potency is the fitted concentration of half-maximal effect.

Molecule	TDP1 cell CPT	TDP1 block	TDP1 cell noCPT
COc1ccc(Nc2nc3c(S(=O)(=O)c4ccccc4)nnn3c3ccc(Cl)cc23)c(OC)c1	-16%	0%	-8%
COc1ccc(CN2CCCC(C(=O)Nc3cccc(-n4cnnn4)c3)C2)c(C)c1C (configuration not stated)	?	3%	?
O=S(=O)(Nc1nc(-c2ccccc2)cs1)c1cc(Cl)ccc1Cl	9%	6%	-5%
Cc1csc(NC(=O)CCSCCc2ccccn2)n1	?	4%	-19%
O=C(c1cnn2cccnc12)N1CCN(c2ccccc2)CC1	-4%	5%	-2%
O=C(O)COc1cccc(-c2ocnc2-c2nc(-c3ccccc3)c(-c3ccccc3)o2)c1	-3%	9%[56.1 µM]	2%
CC(C)(C)c1ccc(C(=O)N2CCCC2c2cccs2)cc1 (configuration not stated)	-17%	5%[0.0935 µM]	?
CC1C(=O)N2CCCc3cc(NC(=O)c4ccccc4Br)cc1c32 (configuration not stated)	-3%	-3%	-8%
CCC(CC(C)(C)O)C(=O)NNC(=S)Nc1ccccc1 (configuration not stated)	1%	-1%	-5%
O=C(c1cccn1-c1nnc(N2CCCC2)s1)N1CCN(c2ccc(F)cc2)CC1	16µM*	8%	18µM*
CC(/C=N/NC(=O)c1c(Br)cnn1C)=C\c1ccccc1	-20%	5%	?
COc1ccc2[nH]c(C(=O)O)c(NS(=O)(=O)c3ccc(C)c(C)c3)c2c1	1%	8%	16%
O=C(CCc1nnc2ccc(NCCCN3CCCC3=O)nn12)NCc1ccccc1Cl	1%	5%	-18%
Cc1cccc(N2CCN(CC(O)COc3ccccc3Cl)CC2)c1 (configuration not stated)	?	12%	16µM*
COC(=O)CCCC1=CC2=CC(=O)C(C)(OC(=O)c3cccs3)C(=O)C2=CN1CCc1ccccn1 (configuration not stated)	-16%	3%[21 µM]	3%
C=CC[N@@+]12CC[C@@]34c5ccccc5N5/C=C6/[C@H]7C[C@H]8[C@@]9(CC[N@@+]8(CC=C)C/C7=C/CO)c7ccccc7N(/C=C(/[C@@H](C[C@@H]31)/C(=C\CO)C2)[C@H]54)[C@@H]69	1%[21.1 µM]	/	-2%[21.1 µM]
COc1ccc(C(=O)C2CCN(C(=S)Nc3ccc(F)cc3)CC2)cc1	-28%	4%	-13%
COCCNC(=O)CCC(=O)NNc1nc2ccccc2c2nc(C)nn12	-7%&-2%	0%&8%	1%&1%
O=S(=O)(NCc1csc(-c2cccnc2)n1)c1cccs1	-20%	3%	?
CC(C)c1ccc(NC(=O)c2ccc3c(c2)C(=O)N(Cc2cccnc2)C3=O)cc1	-8%	0%	-15%
Cc1sc2ncnc(N3CCCCC3C)c2c1C (configuration not stated)	?	2%	?
Cn1c(N)c(S(=O)(=O)N2CCCC2)c(=O)n(C)c1=O	11%	3%	7%
O=C(NNc1nc(-c2ccccc2)cs1)c1ccc(F)cc1	5%	12%	1%
COc1ccc(/C=C2\CCCC(C(=O)C(F)(F)F)=C2O)cc1	-24%	5%	?
Cn1c(SCc2ccc(C(C)(C)C)cc2)nnc1C1COc2ccccc2O1 (configuration not stated)	-25%	6%	?
CCn1nnc2cc(C(=O)Nc3cc(OC)cc(OC)c3)ccc21	-2%	/	-23%
Cn1cnnc1SCC(=O)Nc1ccc(C#N)cc1	-2%	2%	1%
CCN(CC)C(=O)C1=C(C)N(Cc2ccccc2)C(=O)C(CC(=O)NCC2CCCCC2)C1 (configuration not stated)	?	/	?
CSc1ncccc1C(=O)NC1CC(C)(C)Cc2c1cnn2-c1ccccc1C (configuration not stated)	23µM*	2%	?
COc1ccc(N(CC(=O)N2CCc3ccccc3C2)S(C)(=O)=O)cc1Cl	-7%	1%	-13%

Laid out differently: results already given.
COc1ccc(/C=C2\CCCC(C(=O)C(F)(F)F)=C2O)cc1
  TDP1 cell CPT = -24% | TDP1 block = 5% | TDP1 cell noCPT = ?

Cn1c(SCc2ccc(C(C)(C)C)cc2)nnc1C1COc2ccccc2O1 (configuration not stated)
  TDP1 cell CPT = -25% | TDP1 block = 6% | TDP1 cell noCPT = ?

Remaining list, next part.
Molecule	TDP1 cell CPT	TDP1 block	TDP1 cell noCPT
CCOC(=O)c1ccc(N2C(=O)CC(SCC(N)C(=O)OCC)C2=O)cc1 (configuration not stated)	2%	1%	0%
CC(=O)c1ccc(NC(=O)C2CC(=O)N(Cc3ccccc3)C2)cc1 (configuration not stated)	-5%	2%	0%
Cc1nc(N)sc1-c1csc(N(C)c2ccc(O)cc2)n1	-21%	9%	-24%
Clc1ccc2c(c1)NC(c1ccncc1)=NC(c1cccs1)=N2	?	5%	?
N#Cc1c(N)[nH]c(C(=O)c2ccccc2)c1-c1ccccc1Br	?	/	?
CCCCNC(=O)C1CCN(Cc2nc(-c3ccc(OC)c(OC)c3)oc2C)CC1	-11%	1%	-24%
Cc1ccc(CN(C(=O)COc2cccc(Cl)c2)c2ccccn2)o1	?	2%	?
COc1ccc(C2C(C#N)=C(N)OC3=C2C(=O)CCC3)cc1OC (configuration not stated)	6%	-5%	-9%
O=S(=O)(Cc1ccco1)Cc1nc(-c2ccc(Cl)cc2)cs1	0%	9%	?
Cc1cc(=O)c2cc(C(=O)c3ccccc3)ccc2[nH]1	-29%	/	?
Cc1nc(NC(=O)C2CC2)sc1C(=O)Nc1ccccc1Cl	?	/	?
c1ccc(C2(CNc3ccccn3)CCCC2)cc1	?	0%	?
CC1CCCC(C)N1CC(C)(C)NS(=O)(=O)c1ccc(Cl)cc1 (configuration not stated)	-6%	-3%	-1%
O=C(NCc1ccco1)C1CC(c2ccc(Cl)c(Cl)c2)=NO1 (configuration not stated)	13µM*	0%	8.2µM*
Cc1ccc(C)c(CN2C(=O)CSc3ccc(C(=O)NCCc4ccc(Cl)cc4)cc32)c1	8.2µM*	3%	?
COc1ccc(C(=O)C[n+]2cc(Br)cc(Br)c2)cc1	-5%	/	3%
CN(CC(=O)Nc1ccc(F)c(F)c1F)C(=O)c1ccc(N2CCCC2=O)cc1	-1%	-1%	-10%
CCC(=O)Nc1cccc(NC(=O)c2cccc([N+](=O)[O-])c2)c1	-16%	4%	-11%
COc1ccc(CCNC(=O)[C@@H]2C[C@H]2c2ccccc2)cc1OC	-19%	2%	?
Cc1nc2cc(-c3ccccc3)nn2c(C)c1CCC(=O)Nc1ccc(F)cc1F	10µM*	7%	12µM*
COC(=O)c1cc2c(C(F)(F)F)nn(C)c2s1	9%	-3%	11%
O=C(c1cccs1)N1CCCc2cc(NS(=O)(=O)c3cc(F)ccc3F)ccc21	?	1%	?
CC(CNC(=O)CCC(=O)N1CCOc2ccccc21)c1ccccc1 (configuration not stated)	?	/	-26%
N=c1n(CCN2CCOCC2)c2ccccc2n1CC(=O)c1ccc(Cl)c(Cl)c1	?	-7%	18µM*
COc1ccc(C(C(=O)NC2CCCCC2)N(C(=O)c2ccco2)c2ccccc2C(C)=O)cc1 (configuration not stated)	-1%	/	?
CCc1cccc(CC)c1N(COC)C(=O)Cn1cnc2ccccc21	?	6%	?
NC(=O)CN(C/C=C/c1ccccc1)C/C=C/c1ccccc1	-7%	4%	-25%
Cc1ccc(S(=O)(=O)N2[C@@H](c3ccc4c(c3)OCO4)C(C(=O)O)=C[C@H]2C(C)(C)C)cc1	20%	1%	-1%
COc1ccc(-c2nnc(SC(C)C(=O)Nc3ccc4c(c3)OCCO4)o2)cc1 (configuration not stated)	-9%	-3%	-9%
Cc1cc([N+](=O)[O-])ccc1N=Nc1c(N)[nH]n(-c2ccccc2)c1=O	-8%	3%	?

Entries above with a COOH group (3):
Molecule	TDP1 cell CPT	TDP1 block	TDP1 cell noCPT
O=C(O)COc1cccc(-c2ocnc2-c2nc(-c3ccccc3)c(-c3ccccc3)o2)c1	-3%	9%[56.1 µM]	2%
COc1ccc2[nH]c(C(=O)O)c(NS(=O)(=O)c3ccc(C)c(C)c3)c2c1	1%	8%	16%
Cc1ccc(S(=O)(=O)N2[C@@H](c3ccc4c(c3)OCO4)C(C(=O)O)=C[C@H]2C(C)(C)C)cc1	20%	1%	-1%

(next part)
Molecule	TDP1 cell CPT	TDP1 block	TDP1 cell noCPT
COc1cc([N+](=O)[O-])ccc1NC(=S)Nc1cccc(C(=O)O)c1	7%	-8%	-1%
Cc1ccc(C)c(Cn2c3ccccc3c3cnn(CC(=O)NCc4ccccc4)c(=O)c32)c1	23µM*	3%	21µM*
CNC(=O)C1=C(C)NC(=S)NC1c1cccs1 (configuration not stated)	-2%	3%	-13%
COc1ccc(-c2cc(C(=O)N3CCCC3)no2)cc1	-3%	13%	?
O=C(c1cc(-c2ccccc2)on1)N1CCN(C(=O)c2ccco2)CC1	0%	4%	-27%
CC1(C)CC(=O)C2=C(C1)N(Cc1ccccc1)C(=O)C2(O)C(F)(F)F (configuration not stated)	-13%	0%	1%
CCCNC(=O)c1cc2c3ccccc3n(C)c2s1	-4%	8%	-22%
CCc1ccc(C=C2SC(=S)N(CCCC(=O)Nc3ccc(C(=O)O)cc3)C2=O)cc1	?	/	18µM*
O=C(Nc1ccccn1)c1ccc(Cl)s1	5%	-1%	15%
COc1ccccc1-c1nc(N2CCOCC2)c2ccccc2n1	-2%	/	-27%
Cn1c(-c2ccc3c(c2)OCO3)cnc1NCc1ccccc1Cl	?	-7%	15µM*
c1cc(CNC2=NCCCCC2)ccn1	0%	-2%	2%
Cc1ccc(C)c(OCCC(=O)OCC(=O)NNC(=O)c2ccccc2)c1	6%	1%	2%
O=C(COC(=O)c1cc(Br)ccc1O)Nc1cccnc1Cl	-4%	-12%	1%
CC(=O)c1ccc(OC(C)C(=O)Nc2cccc(S(=O)(=O)NCc3ccco3)c2)cc1 (configuration not stated)	?	3%	-11%
CN(Cc1cn(C)nc1-c1cccc(Cl)c1)C1CCOCC1	-2%	9%	-3%
CN1CCN(NC(=O)c2cc(S(=O)(=O)Nc3ccc(Cl)cc3)ccc2Cl)CC1	-6%	/	-19%
CCSc1nc2c(sc3ccccc32)c(=O)n1C(C)C	-14%	5%	-25%
Cc1cccc(C)c1NC(=O)C1CCCN1C(=O)NCc1ccccc1 (configuration not stated)	7%	0%	0%
CCOc1ccccc1Nc1sc(C(=O)c2ccccc2)c(N)c1C(=O)Nc1ccc(F)cc1	?	3%	13µM*
CCOC(=O)CSC1=C(C#N)C(c2ccc(C)cc2)C(C(=O)OC)C(=O)N1 (configuration not stated)	-18%	-1%	-7%
Cc1ccc(S(=O)(=O)N2CCCC2)s1	-10%	1%	6%
N#CCSc1nn(-c2ccc(F)cc2)c(=S)s1	-21%	4%	-16%
COc1ccc(C(=O)Nc2ccc(NC(C)=O)cc2)cc1S(=O)(=O)N1CCCCC1C (configuration not stated)	?	-1%	?
NC(N)=Nc1nc2ccc(Cl)cc2c(=O)[nH]1	?	-3%	13µM*
CCOc1ccc(-n2nc(CO)c(C(=O)NCc3cccc(OC)c3)n2)cc1	?	5%	?
Cc1ccc(NC(=O)CSc2nc(-c3ccccc3Cl)nc3cc(=O)[nH]n23)c(C)c1	?	-5%	?
CCOc1cccc(NC(=O)C2CC(=O)N(C)C(=Nc3ccccc3)S2)c1 (configuration not stated)	-27%	5%	?
Cc1ccc(S(=O)(=O)N2C[C@]3(O)C[C@@H]4C(=O)N(c5ccccc5)C(=O)[C@@H]4C[C@]3(OC(=O)Nc3c(C)noc3C)C2)cc1	-3%	/	-5%
O=C(c1ccccc1)c1ccsc1C(=O)c1ccccc1	-14%	/	?
COc1cccc(S(=O)(=O)Nc2cccc(C(=O)N3CCOCC3)c2)c1	-2%	3%	-14%
NC(=O)C1CCCN(C(=O)c2ccc(Cl)c(S(=O)(=O)N3CCc4ccccc43)c2)C1 (configuration not stated)	?	/	?
Cc1ccn2c(=O)nc(SCC(=O)NC3CCCC3)nc2c1	-28%	-7%	-13%
CC(=O)Nc1cccc(NC(=O)Nc2cccc3ccccc23)c1	-8%	0%	3%
CC(=O)Nc1ccc(NC(=O)CSc2nc3c(=O)n(C)c(=O)n(C)c3n2C)cc1	3%	/	-11%
